rCAG binder = r(CAG) repeat RNA binding | 1.3% of 370,000 active | inhibition, % at 3 µM | AID 651821 | TO-PRO-1 dye displacement fluorescence;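 active = inhibition above the plate cutoff, the mean of all test compounds on that plate plus 3 SD, cut at about 35% in these data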;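 also: 0% = DMSO alone and 100% = 100 µM mitoxantrone as full dye displacement; higher means more dye released from RNA so lower well fluorescence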
UHRF1 binding = human UHRF1 methylated DNA binding inhibitors; Q96T88; UHRF1 binding to methylated oligo, TR-FRET; inhibition, % at 4.4 µM; 0.75% of 370,000 active; AID 687016; in the data active = inhibition above about 21%;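 also: UHRF1 SRA domain binding a hemimethylated CpG hairpin DNA probe; 0% = median of test compound wells and 100% = reference inhibitor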
GC-B act = GC-B (human) receptor activation | HEK293-GC-B cells, CNP EC30, cGMP TR-FRET; 0% at EC30 CNP, 100% saturating CNP | activation, % at 10 µM | 0.11% of 370,000 active | AID 1920062;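 active = activation at 10 µM reaching about 35% in either raw or pattern-adjusted values, limit read from the data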
HTRA1 inhibitor = blocks human HTRA1 serine peptidase; inhibition, % at 5.96 µM; recombinant HTRA1, FP-rhodamine activity-based probe, fluorescence polarization; 0.5% of 340,000 active; AID 504803; in the data active = inhibition above about 36%;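 also: 0% = enzyme with DMSO and 100% = wells lacking enzyme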
MBD2 DNA inh = MBD2-methylated oligo binding inhibition; Q9UBB5; TR-FRET, MBD2 binding to methylated oligonucleotide; inhibition, % at 4.4 µM; 0.31% of 370,000 active; AID 686964; in the data active = inhibition above about 13%
GC-A act = GC-A (human) enzyme activation; 0.14% of 370,000 active; P16066; HEK293 GC-A cells, cGMP TR-FRET, EC30 ANP; 0% at EC30 ANP, 100% saturating ANP; activation, % at 10 µM; in the data active = activation above about 40%
mABHD4 FP = inhibits mouse alpha/beta hydrolase domain 4. inhibition, % at 8.92 µM. purified mABHD4, FP-Rh probe fluorescence polarization. Q8VD66. 0.54% of 370,000 active;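 active = inhibition exceeding the mean over every tested compound plus 3 SD, cut at about 30% in these data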;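 also: 0% = plate median of compound wells and 100% = S159A mutant with DMSO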
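Assay system: mouse ABHD4 enzyme, wild type / Also added: fluorescent activity-based probe FP-Rh / Doses: single nominal dose of 8.92 µM, 0.89% DMSO final / Timing: 45 min compound pre-incubation plus 60 min probe step, 25 °C / Signal: FP readout, ex 525 nm / em 598 nm / Control set: S159A mutant/DMSO as 100%, compound-well median as 0%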
SIAE inh = inhibitors of human sialic acid acetylesterase SIAE | SIAE FP-Rh probe binding, fluorescence polarization | inhibition, % at 9.66 µM | AID 1053197 | Q9HAT2 | 0.69% of 370,000 active;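 active = inhibition above a cutoff: mean of compounds within the control limits plus 3 SD of those, cut at about 17% in these data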;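 also: 0% = plate median of compound wells and 100% = probe without SIAE protein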
Target sequence (Q9HAT2 whole entry, looked up): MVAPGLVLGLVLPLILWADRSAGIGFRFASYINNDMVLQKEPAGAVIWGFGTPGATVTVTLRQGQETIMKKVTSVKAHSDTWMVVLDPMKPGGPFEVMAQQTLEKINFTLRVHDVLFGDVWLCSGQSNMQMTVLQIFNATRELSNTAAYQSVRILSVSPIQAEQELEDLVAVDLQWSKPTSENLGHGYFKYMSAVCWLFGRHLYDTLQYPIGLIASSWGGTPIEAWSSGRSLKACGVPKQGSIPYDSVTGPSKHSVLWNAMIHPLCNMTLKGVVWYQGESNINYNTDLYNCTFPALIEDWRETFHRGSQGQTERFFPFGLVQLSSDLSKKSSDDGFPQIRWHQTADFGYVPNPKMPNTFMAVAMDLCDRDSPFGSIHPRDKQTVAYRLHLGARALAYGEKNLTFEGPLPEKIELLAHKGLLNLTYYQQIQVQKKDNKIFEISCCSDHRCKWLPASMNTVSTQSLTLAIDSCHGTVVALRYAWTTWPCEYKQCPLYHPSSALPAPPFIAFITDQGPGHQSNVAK
PRMT1 inh = blocks human protein arginine methyltransferase 1; Q99873; recombinant PRMT1, activity-based probe fluorescence polarization; inhibition, % at 2.79 µM; 1.3% of 370,000 active; AID 652257;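 active = inhibition above about 21% made by adding two undisclosed values, limit read from the data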
Target sequence (Q99873 whole entry, looked up): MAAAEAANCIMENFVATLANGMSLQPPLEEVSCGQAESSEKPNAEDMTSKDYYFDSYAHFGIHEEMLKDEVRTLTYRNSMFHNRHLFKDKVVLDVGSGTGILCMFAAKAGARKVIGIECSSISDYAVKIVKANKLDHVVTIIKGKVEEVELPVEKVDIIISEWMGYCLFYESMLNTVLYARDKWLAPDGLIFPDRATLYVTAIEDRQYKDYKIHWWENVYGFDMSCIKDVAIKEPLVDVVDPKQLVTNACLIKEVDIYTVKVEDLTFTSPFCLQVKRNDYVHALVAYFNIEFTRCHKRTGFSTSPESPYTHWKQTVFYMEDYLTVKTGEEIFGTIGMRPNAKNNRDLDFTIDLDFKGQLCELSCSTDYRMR
TCR-CD3 inh = human TCR-CD3 binding inhibition; 0.37% of 360,000 active; TAMRA-labeled TCR probe fluorescence, biochemical; inhibition, % at 9.4 µM; in the data active = inhibition above about 19%;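 also: recombinant mutant TCR 2C K166C tagged with TAMRA read by polarization; 0% = receptor in buffer alone and 100% = receptor with positive control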
An asterisk follows results filed as active; . = not tested or not shown. A portion of the library. The share of hits here may be higher or lower than overall.

SMILES	rCAG binder	UHRF1 binding	GC-B act	HTRA1 inhibitor	MBD2 DNA inh	GC-A act	mABHD4 FP	SIAE inh	PRMT1 inh	TCR-CD3 inh
CCn1c(C)c(C(C)=O)c(N2CCN(C(c3ccccc3)c3ccccc3)CC2)nc1=S	-5	-1	4	-4	-1	-7	7	-5	-1	0
CC(=O)NN1C(=O)/C(=C2/Sc3ccc(Cl)cc3N2C)SC1=S	4	0	-13	-4	-3	2	-1	-3	4	-7
CCOC(=O)CCc1c(C)c2ccc(OCc3cc([N+](=O)[O-])ccc3OC)cc2oc1=O	3	-1	0	-4	2	5	-2	-4	-8	2
CC(=O)Nc1ccc(NC(=O)C(C)OC(=O)c2ccc3c(c2)OCCO3)cc1 (centres undefined)	1	2	-4	0	3	0	-3	-3	-2	1
CCOc1ccc(S(=O)(=O)NCCC(=O)NCC(c2ccc(F)cc2)N2CCOCC2)cc1 (centres undefined)	-5	1	-3	6	-2	0	-2	0	0	2
Cn1c(N)c(C(=O)COC(=O)CC2CC3CCC2C3)c(=O)n(C)c1=O (centres undefined)	-3	1	2	-4	-8	13	-1	1	-4	5
COc1ccc(C(=O)NNC(=O)C(Cc2ccc(O)cc2)NC(=O)c2ccccc2NC(=O)c2ccc(OC)cc2)cc1 (centres undefined)	10	-10	-3	-21	4	0	-14	-50	1	2
OC1CCN(c2c3c(nc4cc(-c5ccc(Cl)cc5)nn24)CCC3)CC1	-1	1	-7	-9	2	-4	-2	-2	-1	-2
O=C(COc1ccc(C(=S)N2CCOCC2)cc1)N1CCCC1	-1	1	6	6	0	2	0	1	-2	3
N#CNC(=Nc1cccc(Cl)c1)Oc1ccccc1	-1	-1	-1	-1	2	4	3	4	0	6
O=Cc1cccnc1SCc1ccccc1	0	1	5	-6	2	1	-1	4	-5	5
Cn1cc([C@]2(O)C(=O)Nc3c(F)cccc32)c2ccccc21	3	-2	-3	.	0	0	-2	1	0	7
CC(C)CCN(C)C1CCN(C(=O)NCc2ccccc2)CC1	2	1	-2	.	-7	0	-2	-1	-2	.
Nc1c(-c2ccc(Cl)cc2)nnn1-c1ccccc1	9	2	-18	-4	2	0	-10	-2	4	-2
Cc1cccc(OCCC(=O)Nc2ccc(F)c(F)c2)c1	-4	7	3	-18	7	-3	-29	-8	8	-4
O=C(NC1CC1)c1cccc(NC(=O)C2CCCCC2)c1	-1	1	7	1	-3	2	1	8	-3	3
CCOc1ccccc1NC(=O)C1CCN(S(=O)(=O)c2cccc3cccnc23)CC1	0	-1	1	-9	1	-6	1	2	3	0
COc1ccc(CCC(=O)NC2CCCN(Cc3ccc(Cl)cc3)C2)cc1OC (centres undefined)	-7	0	-1	-16	0	-6	6	-7	-3	-2
COc1ccc(CC(=O)NNC(=S)Nc2ccccc2)cc1Br	6	-3	7	-3	-1	-2	6	-2	0	7
CC(=O)Nc1ccc(OCC(=O)Nc2ccc(Cl)c(S(=O)(=O)N3CCOCC3)c2)cc1	0	2	2	.	2	0	-7	-1	-8	2
CCCOc1ccc(N/C=C/C(=O)c2cc(OC)c(OC)c(OC)c2)cc1	0	2	-5	-4	4	8	-16	8	6	-8
COc1ccc(CCNC(=O)CC(c2ccccc2)c2cccc(C)c2O)cc1OC (centres undefined)	-5	-4	-9	-13	3	-12	-11	-3	-2	2
CCN(CC)C(=O)C1CCCN(C(=O)c2ccc3nc(-c4cccc(OC)c4)oc3c2)C1 (centres undefined)	-2	0	-2	6	0	3	-8	-5	-3	6
O=C(NCCN1CCOCC1)/C(=C\c1ccccc1F)NC(=O)c1ccccc1	1	8	2	-2	0	-1	-5	5	2	-6
COc1ccc(C(=O)COC(=O)CN2C(=O)C3CC=CCC3C2=O)c(OC)c1 (centres undefined)	8	2	5	1	-1	0	12	1	-1	-10
Cc1ccn2c(CN(C)CCn3nc(C)cc3C)c(C(=O)N3CCCCCC3)nc2c1	-11	-2	1	0	-3	-5	2	-2	-2	8
Cc1ccccc1NS(=O)(=O)c1ccc(C(=O)NCCCN2CCOCC2)cc1	0	4	0	-3	-7	-3	-2	-4	-2	-12
O=C(COC(=O)CCC1CCCC1)Nc1ccc(Cl)cn1	-1	-1	5	7	-5	2	5	7	-2	-5
COc1ccc(-c2nn(-c3ccccc3)cc2/C=N/NC(=O)c2cccc(S(=O)(=O)Nc3ccccc3Cl)c2)cc1	59*	-1	2	-32	4	-7	-84	-100	-3	20*
COC(=O)c1ccc(NC(=S)NC2CCCCC2)cc1	-2	0	5	-12	1	7	-7	-4	-4	8
COCc1cc(C)nc2sc(C(=O)Nc3cccc(OC)c3)c(N)c12	5	-3	0	-18	-7	7	4	0	1	-1
CC(C)C[C@H]1CNC(=S)N1C[C@H]1CCCN1C[C@H](Cc1ccc(O)cc1)N1C[C@H](Cc2ccccc2)N(CC2CCCCCC2)C1=S	13	-2	4	.	1	2	-3	-11	1	6
N/C(=N\OC(=O)CCN1C(=O)c2ccccc2C1=O)c1ccccn1	-3	-2	-6	-7	-2	1	-3	2	-2	4
c1ccc(N2CCN(c3nc4cc5c(cc4s3)OCCO5)CC2)cc1	5	0	-1	0	4	2	6	-9	1	-1
COC(=O)c1[nH]c(=O)c2ccccc2c1OCc1ccccc1	-8	0	-1	3	-5	-10	4	2	1	-1
COc1ccccc1C(=O)N1CCN(C(=O)[C@@H](Cc2ccccc2)NC(=O)[C@H]2O[C@@H](n3ccc(N)nc3=O)[C@H](O)[C@@H]2O)CC1	2	-1	-5	.	-2	3	-5	-1	-2	3
Cn1nc(C(=O)N2CCOCC2)c([N+](=O)[O-])c1C(=O)N1CCOCC1	0	1	6	-2	-2	4	1	17	-1	11
CCOC(=O)C1CCN(S(=O)(=O)c2ccc3c(c2)NC(=O)C(C)C(=O)N3)CC1 (centres undefined)	2	2	8	1	4	-3	3	-4	3	-8
Cc1ccc(-c2nc3ccc(C)cn3c2Cc2ccccn2)cc1	0	10	9	.	-1	9	0	0	4	4
Cc1ccccc1NS(=O)(=O)c1ccc(C(=O)N2CCCCCCC2)cc1	-4	2	3	-1	1	1	-2	-3	-3	2
COc1ccc(NS(=O)(=O)c2cc(NC(=O)C3CC3)ccc2N2CCCCC2)cc1	1	-2	-6	-45	-5	-9	-5	-4	3	2
Cc1csc(NC(=O)CSc2nnc(-c3cccnc3)o2)n1	-1	-2	-7	-1	-1	-2	0	8	6	-3
O=C(Cn1ncc2c1-c1ccccc1OC2)Nc1nc2ccccc2s1	8	-2	-2	-23	-1	-5	-12	-8	-3	19*
Cc1cc(C(=O)N2CCCC(CNS(=O)(=O)c3cccs3)C2)nn1C (centres undefined)	-5	2	3	2	0	2	2	6	1	3
O=C(COc1ccc2c(-c3ccccc3)cc(=O)oc2c1)Nc1ccc(CN2CCOCC2)cc1	3	1	3	-10	-2	7	0	-20	6	-3
C=CCN(c1ccc(C(=O)Nc2ccc3c(c2)OCO3)cc1)S(C)(=O)=O	5	-3	-3	-5	-6	0	0	-1	-6	5
CC1CCCC(NC(=O)c2ccc3c(c2)N(Cc2ccccc2)C(=O)CS3=O)C1C (centres undefined)	10	-1	2	-4	0	2	-1	1	5	-6
Cc1cccc(C)c1NC(=O)CN(C)C(=O)/C=C/c1cccs1	1	0	4	4	-2	0	-3	2	-2	-2
CC(C)Cc1nnc(NC(=O)CCC(=O)N2CCN(Cc3ccccc3)CC2)s1	-9	0	-3	-1	0	1	1	3	3	4
CCC(=O)N/N=C(\C)CC(=O)Nc1ccccc1-c1ccccc1	4	-4	2	-8	0	-1	-2	-9	-5	7
COc1cccc(C(=O)C2CCCN(Cc3cccn3-c3cccnc3)C2)c1 (centres undefined)	-8	6	-5	-6	2	-4	3	6	-3	5
O=C1CCCCC1C(Nc1ccc(Cl)cc1)c1ccccc1 (centres undefined)	-2	-1	-14	-14	-1	-8	-7	5	-1	5
C=CCN1CCN(C(=O)CCc2ccccc2)CC1	-1	-2	5	-4	-4	-2	1	3	-2	3
CC(=O)Nc1ccccc1C(=O)C(=O)Nc1cccc(Br)c1	0	2	-6	-7	-1	-1	-1	-5	-1	-5
O=C1c2cccc3cc([N+](=O)[O-])cc(c23)C(=O)N1c1nncs1	-3	1	-6	1	-5	8	-8	-4	1	2
COc1ccc(C(=O)NC(C)C2CC3CCC2C3)cc1 (centres undefined)	-1	0	-4	-8	-2	-3	1	6	-5	-8
COc1ccc(N(C(=O)CNC(=O)c2ccco2)C(C(=O)NC2CCCCC2)c2ccco2)cc1 (centres undefined)	-4	8	4	3	-4	-3	-3	1	-2	-8
C/C(CC(=O)Nc1cccc(C(F)(F)F)c1)=N\NC(=O)Cc1ccccc1	1	-4	0	-2	-6	-8	-19	1	-8	9
Cc1ccccc1NC(=O)c1cccc(Cn2cc(Br)c([N+](=O)[O-])n2)c1	-3	3	3	-11	1	0	0	6	1	1
CCn1c(SCc2nnc(-c3ccccc3)o2)nnc1-c1ccc(S(=O)(=O)N2CCCC2)cc1	-7	-2	7	-4	-2	-2	2	-3	-3	-4

5 records picked at random from the list so far:
SMILES	rCAG binder	UHRF1 binding	GC-B act	HTRA1 inhibitor	MBD2 DNA inh	GC-A act	mABHD4 FP	SIAE inh	PRMT1 inh	TCR-CD3 inh
CC(C)Cc1nnc(NC(=O)CCC(=O)N2CCN(Cc3ccccc3)CC2)s1	-9	0	-3	-1	0	1	1	3	3	4
Cn1cc([C@]2(O)C(=O)Nc3c(F)cccc32)c2ccccc21	3	-2	-3	.	0	0	-2	1	0	7
Cc1ccccc1NC(=O)c1cccc(Cn2cc(Br)c([N+](=O)[O-])n2)c1	-3	3	3	-11	1	0	0	6	1	1
CC(=O)Nc1ccc(OCC(=O)Nc2ccc(Cl)c(S(=O)(=O)N3CCOCC3)c2)cc1	0	2	2	.	2	0	-7	-1	-8	2
Cc1cc(C(=O)N2CCCC(CNS(=O)(=O)c3cccs3)C2)nn1C (centres undefined)	-5	2	3	2	0	2	2	6	1	3

Continued:
SMILES	rCAG binder	UHRF1 binding	GC-B act	HTRA1 inhibitor	MBD2 DNA inh	GC-A act	mABHD4 FP	SIAE inh	PRMT1 inh	TCR-CD3 inh
COc1ccc(/C=C/C(=O)OCC(=O)c2ccc(S(=O)(=O)N3CCCCC3)cc2)cc1OC	17	2	1	-2	-1	0	-10	-11	-3	-13
O=S1(=O)CC(N2CCN(CCO)CC2)CN1Cc1cn(Cc2ccc(Cl)cc2)nn1 (centres undefined)	4	17	5	.	4	1	-4	2	-1	2
N/C(COc1ccc(F)cc1)=N\NC(=O)c1cccnc1Oc1ccccc1	-3	-5	2	-1	0	2	8	4	-4	4
COc1cc(SC)ccc1C(=O)N1CCc2ccccc21	-4	0	-5	-3	3	-4	-1	3	-1	12
CC(=O)C1=C(O)C(=O)N(Cc2ccccc2)C1c1cccs1 (centres undefined)	15	-3	1	1	0	0	-1	2	0	-4
CCCn1c(=O)c(C(=O)NNC(=O)Cc2ccccc2)c(O)c2ccccc21	1	-2	0	-2	-3	-5	8	-3	1	5
COc1ccc(CNCC(=O)Nc2cc(C)nn2-c2nc(C)cc(C)n2)cc1OC	-5	4	5	.	2	-2	0	-2	-4	-2
C[C@H](CO)N1C[C@H](C)[C@@H](CN(C)S(=O)(=O)c2ccc(F)cc2)Oc2c(NC(=O)c3ccncc3)cccc2C1=O	8	6	1	-5	4	0	2	0	-2	-6
CCN1CCN(C(=O)CN2C(=O)COc3ccc(C)cc32)CC1	0	0	2	2	3	3	7	-7	-1	1
CN1C(=O)/C(=C2\SC(N3CCCCCC3)=NC2=O)c2ccccc21	13	-7	18	-2	-8	14	26	14	-1	8
